Screening results from PubChem.
VEEV TC-83 Vero = inhibitors of VEEV TC-83 cytopathic effect, confirmation, Vero cells (AID 588727). 350,000 tested, 0.13% active. one-dose inhibition, % at 20 µM; IC50 in µM for titrated hits. Vero cells, VEEV TC-83 cytopathic effect inhibition; higher % means a stronger effect; in the data active means a potency from the dose series; inconclusive means inhibition mostly from about 14% at the one dose, without a potency; inactive means the rest, 99 in 100 with inhibition below about 12%; further: strong numbers were not always called active
H1N1 NS1A inhibition = H1N1 influenza NS1A inhibitors, functional cell based assay (AID 504329). NS1A functional cell-based assay, percent inhibition; higher % means a stronger effect. inhibition, % at 12.5 µM, or IC50 in µM where a hit was titrated. 340,000 tested, 0.3% active; in the data active means a potency from the dose series; inconclusive means inhibition above about 27% without an active follow-up result; further: strong numbers were not always called active
PhoP GFP inhibition = PhoP regulon inhibitors, Salmonella typhi PhoP promoter GFP reporter, confirmatory (AID 1850) | inhibition, % at 50 µM, or IC50 in µM where a hit was titrated | Salmonella Typhi PhoP-promoter GFP reporter, fluorescence, 4 h; higher % means a stronger effect | 310,000 tested, 0.33% active; in the data active means a potency from the dose series; inconclusive means inhibition mostly from about 25% at the one dose, without a potency; inactive means the rest, 99 in 100 with inhibition below about 19%;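 further: 0% = induced wells with vehicle and 100% = uninduced wells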
M. tuberculosis HTS = M. tuberculosis growth inhibition, HTS (AID 449762); M. tuberculosis H37Rv growth inhibition, 7H9 media; higher % means a stronger effect; inhibition, % at 25 µM, or IC50 in µM where a hit was titrated; 330,000 tested, 0.59% active; in the data active means a potency from the dose series; inconclusive means inhibition above about 70% without an active follow-up result;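 further: bacterial growth assessed after seven days of incubation; strong numbers were not always called active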
tuberculosis growth = growth inhibition of non-replicating M. tuberculosis (AID 488890). 320,000 tested, 0.39% active. inhibition, % at 25 µM; hits with a dose series show IC50 in µM. Mycobacterium tuberculosis non-replicating, growth inhibition; higher % means a stronger effect; in the data active means a potency from the dose series; inconclusive means inhibition mostly from about 82% at the one dose, without a potency; inactive means the rest, 99 in 100 with inhibition below about 76%;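 further: plate controls were DMSO cells for no effect and high antibiotic wells for full effect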
VEEV TC-83 Vero 10K pilot screen = second read-out of VEEV TC-83 Vero, no call of its own (marks repeat the call); inhibition, %; measured here: 10K pilot screen inhibition
An asterisk follows results filed as active; i = inactive; ? = inconclusive; . = not tested or not shown; & = joins results of further samples. The order is random (roughly 1.5% active in at least one column).

SMILES	VEEV TC-83 Vero	H1N1 NS1A inhibition	PhoP GFP inhibition	M. tuberculosis HTS	tuberculosis growth	others
COc1ccc(CN2C(=O)[C@@H]3C(c4ccc(F)cc4)=NO[C@@H]3C2=O)cc1	0.5%	-2%	-5%	-3%	-5%
Nc1c(C=C2C=CC(=O)C=C2)c(=O)nc2snc(SCc3ccccc3)n12	0.9%	11%	-5%	13%	28%
CN(C)c1nnnn1-c1ccc(Oc2ccccc2)cc1	0.1%	0%	37%	10%	72%
COC(=O)c1ccccc1NC(=S)N(Cc1ccc2c(c1)OCO2)Cc1cc2cc(C)ccc2[nH]c1=O	8.6%	-4%	2%	0%	-15%
COc1cc(OC)c(-c2nc3cnccc3n2C)cc1OC	0.8%	9%	-13%	-14%	-14%
COc1ccccc1N1CCN(C(=O)c2cc3c(=O)n4ccccc4nc3s2)CC1	9.5%	-12%	.	15%	19%
O=C(c1cccs1)N1CCn2c1nc1ccccc12	1.0%	-5%	-4%	2%	-4%
Nc1c(Br)cc(Br)c2c1C(=O)c1c(cccc1S(=O)(=O)O)C2=O	1.0%	6%	.	.	.
CC(C)CN(CC(C)C)S(=O)(=O)c1cc([N+](=O)[O-])ccc1N1CCCCCC1	5.2%	8%	3%	-4%	6%
CCOC(=O)N1CCN(C(=O)c2ccc3nc(C)sc3c2)CC1	4.2%	10%	19%	10%	-8%
CCCNC(=O)Cn1cnc2sc(C(=O)Nc3cc(OC)c(OC)c(OC)c3)c(C)c2c1=O	1.4%	20%	-2%	0%	13%
O=C(CN1c2cccc3cccc(c23)S1(=O)=O)N1CCOCC1	2.0%	18%	-6%	-3%	-14%
CCSc1nc2c([nH]c3ccccc32)c(=O)n1C	0.9%	2%	2%	-5%	.
C[C@H]1CN(S(=O)(=O)c2ccc3c(c2)OCCO3)CCN1S(=O)(=O)c1c(F)cccc1F	i	-72%	.	-9%	17%
CCOC(=O)c1ccc(N2C(=O)C3C(C2=O)C(C(=O)c2ccc(Cl)cc2)N2CCCC32)cc1 (centres undefined)	0.6%	3%	6%	28%	1%
CCCCCC(O)(CCN1CCCCC1)c1ccc(OCC)cc1 (centres undefined)	1.2%	-6%	1%	-7%	59%
CCCCCn1c(=O)c(C(=O)Nc2ncccc2C)c(O)c2ccccc21	1.5%	-3%	-2%	?	?
CCN1C(=O)[C@H]2[C@@H](c3ccc(-c4ccc(C(C)=O)cc4)cc3)N3CCC[C@@]3(C(=O)OC)[C@H]2C1=O	7.9%	-7%	-31%	21%	11%	VEEV TC-83 Vero 10K pilot screen=4.6
Nc1nc(SCC(=O)Nc2cc(C(F)(F)F)ccc2N2CCOCC2)n[nH]1	i	-5%	2%	-3%	60%
CCN(CC)C(=O)C(C)OC(=O)COc1ccc(Cl)cc1C (centres undefined)	1.0%	4%	-19%	2%	57%
Cc1[nH]n(-c2ccccc2)c(=O)c1N=Nc1c(O)cc(S(=O)(=O)N(C)C)c2ccccc12	1.3%	20µM*	-1%	13%	49%
CCOC(=O)c1cc(C)n(Cc2ccc(OCC)c(OC)c2)c1C	i	8%	0%	2%	10%	VEEV TC-83 Vero 10K pilot screen=0.0
CC(=O)Oc1ccc(NC(=O)Cc2ccccc2)c(C(=O)O)c1	0.6%	-5%	-16%	6%	20%
NS(=O)(=O)c1ccc(-n2nncc2-c2ccco2)cc1	0.9%	11%	12%	-2%	5%
CCOc1ccc(C)cc1S(=O)(=O)Nc1ccc(Cl)cn1	0.7%	3%	1%	-2%	-4%
(next part)
SMILES	VEEV TC-83 Vero	H1N1 NS1A inhibition	PhoP GFP inhibition	M. tuberculosis HTS	tuberculosis growth	others
CCCC(=O)Nc1ccc(C(=O)Nc2nc(CC(=O)OCC)cs2)cc1	2.8%	1%	-2%	4%	-12%
CCC(Sc1nc2ccc(N)cc2s1)C(=O)Nc1nccs1 (centres undefined)	1.4%	1%	6%	61%	65%
CC(C)(C)C(=O)Nc1nc2c(s1)COc1ccccc1-2	8.1%	-6%	-1%	-1%	9%
COC(=O)[C@H](CC(C)C)NS(=O)(=O)c1ccccc1	i	-4%	-4%	16%	24%
CCn1c(=O)c2c(nc3n2CCS3)n(C)c1=O	i	0%	-16%	-6%	.	VEEV TC-83 Vero 10K pilot screen=0.3
OCC[C@H]1C[C@@H](O)[C@H](O)[C@]2(Cc3ccccc3CCO2)O1	i	-17%	10%	-2%	-10%	VEEV TC-83 Vero 10K pilot screen=0.7
O=C1NC(c2ccccc2)=C(c2ccccc2)C1=O	0.8%	0%	-17%	-13%	-4%
CC(NC(=O)C1CCN(S(=O)(=O)c2cccs2)CC1)c1cccc(Cl)c1 (centres undefined)	1.5%	-9%	.	-8%	12%
O=C(CCCCCN1C(=O)[C@@H]2Cc3ccccc3CN2C1=O)N[C@@H](Cc1ccc(O)cc1)C(=O)O	i	-12%	3%	-8%	-2%
FC(F)(F)c1cc(CCN2CCNC[C@@H]2c2ccccc2)cc(C(F)(F)F)c1	0.1%	-6%	.	?	?	VEEV TC-83 Vero 10K pilot screen=1.6
CCOc1ccc(C(=O)Nc2ccc(S(=O)(=O)N3CCOCC3)cc2)cc1OCC	8.4%	11%	-15%	-3%	11%
COc1ccc(/C=C2\Oc3cc(OCC(N)=O)ccc3C2=O)cc1OC	3.7%	-2%	-9%	-8%	13%
Cc1ccc(S(=O)(=O)Oc2ccc(/C=N/NC(=O)c3c(Cl)cnn3C)cc2)cc1	0.1%	-2%	-2%	25%	22%	VEEV TC-83 Vero 10K pilot screen=0.5
Cc1ccc(C(CC(=O)O)NC(=O)c2ccc(S(=O)(=O)N3CCCC3)cc2)cc1 (centres undefined)	3.2%	-9%	.	.	.
COc1cc(C(=O)Nc2sc(C)c(C)c2C(=O)O)cc(OC)c1OC	2.2%	2%	6%	0%	-1%
COc1cccc2[nH]c(C(=O)NCc3ccccc3)cc12	2.4%	2%	4%	3%	-3%
OCC1(CO)CC2(C1)CC(CO)(CO)C2	1.9%	1%	.	.	.
Cc1cccc(C)c1Nc1ncnc(N)c1[N+](=O)[O-]	1.4%	-8%	-1%	3%	19%
CCC(Cc1ccccc1)NS(=O)(=O)c1ccc2c(c1)NC(=O)CO2 (centres undefined)	0.3%	-5%	9%	15%	37%
Cc1ccc(C(=O)Nc2ccc(N3CCOCC3)cc2)cc1S(=O)(=O)N1CCCCC1	0.8%	-7%	.	-5%	31%
CCc1cccc2c(C(=O)COC(=O)c3ccccc3)c[nH]c12	1.7%	-8%	-6%	1%	10%
CCN(c1ccccc1)S(=O)(=O)c1ccc(Cl)c(C(=O)NCc2ccco2)c1	3.6%	0%	.	-2%	-7%
CCN(CC)CC(O)COC(c1ccccc1)c1ccccc1 (centres undefined)	0.5%	-3%	-1%	2%	8%
COc1ccccc1C(=O)NCCC(=O)NCC(c1ccco1)N1CCCC1 (centres undefined)	0.4%	-3%	.	11%	9%
CCOC(=O)C(Cc1ccc(NC(=O)/C(=C/c2ccc(OC(C)=O)cc2)NC(C)=O)cc1)N1C(=O)c2ccccc2C1=O (centres undefined)	6.5%	13%	-6%	-10%	34%
Next section.
SMILES	VEEV TC-83 Vero	H1N1 NS1A inhibition	PhoP GFP inhibition	M. tuberculosis HTS	tuberculosis growth	others
CS(=O)(=O)N1Cc2ccccc2CC1C(=O)Nc1ccccc1C(N)=O (centres undefined)	5.2%	2%	-9%	5%	-4%
O=C(NCc1ccc(F)cc1)c1ccc(CS(=O)Cc2ccccc2Cl)o1 (centres undefined)	1.2%	-3%	3%	-1%	8%
Cc1ccc(SCCNS(C)(=O)=O)cc1	i	4%	-9%	-9%	-4%	VEEV TC-83 Vero 10K pilot screen=0.0
Cc1ccc(S(=O)(=O)CCC(=O)OCC(=O)NCC(=O)Nc2cccc(C)c2C)cc1	0.7%	16%	-8%	-23%	3%
Cc1cccc(NC(=O)CNC(=O)COc2cccnc2[N+](=O)[O-])c1C	3.5%	-2%	.	0%	7%
COCCN(CC(=O)Nc1cccc(C)c1C)C(=O)c1ccc(-n2cccn2)cc1	2.8%	-7%	.	-7%	-2%
O=C1C2CCCN2C(c2cccc(F)c2)N1c1cccc(Cl)c1 (centres undefined)	0.7%	4%	1%	-3%	-53%
COc1cc(NS(=O)(=O)c2ccc(N)cc2)nc(OC)n1	0.4%	0%	7%&9%	57%	67%
CCOC(=O)c1c(C)c(-c2ccccc2)n(CC(=O)NCCCN(CC)CC)c1C	1.4%	1%	-3%	7%	15%
NS(=O)(=O)c1ccc(CNC(=O)c2cc(-c3cccnc3)nc3ccc(Cl)cc23)cc1	0.5%	-3%	-12%	3%	4%
O=C(COC(=O)c1ccc2c(=O)n3c(nc2c1)CCC3)Nc1ccccc1F	1.2%	-4%	-15%	3%	-4%
Cc1nc2sc3c(c2c(=O)o1)CCCC3	1.8%	2%	-5%	-1%	40%
COc1ccccc1C(=O)N/N=C(\C)CC(=O)Nc1ccc(Cl)cn1	0.0%	-23%	5%	-1%	-3%
Cc1cc(C)cc(Nc2ncc3c(n2)CCCC3=O)c1	9.1%	-10%	-5%	2%	-4%
CSc1nsc(SCC(=O)Nc2nc3ccccc3s2)n1	1.4%	-3%	2%	9%	?
CC(=Nc1cccc(O)c1)c1sc2ccccc2c1O	0.3%	-4%	-8%	12%	42%
CC(=O)c1cccc(N2C(=O)CC(N3CCN(S(=O)(=O)c4ccc(Cl)cc4)CC3)C2=O)c1 (centres undefined)	0.5%	-3%	.	-8%	-17%
Cc1cc(Cl)ccc1NC(=O)c1ccc2c(c1)CCN2S(C)(=O)=O	1.2%	-1%	2%	5%	-6%
CN(Cc1ccco1)C(=O)c1cc2c(s1)-c1ccc(Cl)cc1S(=O)(=O)C2	1.3%	-3%	0%	5%	-11%
O=C(c1ccco1)N(CC1CCCO1)c1nc(-c2ccccc2)cs1 (centres undefined)	0.6%	8%	-3%	1%	10%
COc1ccc(C(=O)NC2=C(C#N)CCC2)cc1OC	i	7%	-17%	-7%	2%
O=C1CC(c2ccccc2Cl)c2c(sc3c(=O)[nH]c(CCl)nc23)N1 (centres undefined)	.	.	-4%	0%	49%
CCOC(=O)c1ccc(-c2cccc(C(F)(F)F)c2)nc1C	0.7%	-9%	9%	2%	-3%
CCOC(=O)CSc1ccc2ccccc2n1	i	-3%	3%	2%	?
O=C(CCC(=O)N1CCN(c2ccccc2)CC1)Nc1nnc(C2CCCCC2)s1	i	-1%	3%	3%	-15%
CCn1nc(C)cc1C(=O)N1CCCC(CCC(=O)NCc2ccccc2F)C1 (centres undefined)	1.1%	11%	-1%	7%	-14%
COc1ccc(NC(=O)CSc2n[nH]c(-c3ccncc3)n2)c([N+](=O)[O-])c1	1.4%	-10%	-6%	-1%	-3%
O=C(Nc1ccccc1)c1cccc(N2C(=O)C3C4CC(C(Br)C4Br)C3C2=O)c1 (centres undefined)	8.6%	16%	-2%	7%	16%

Grouped by structure, the entries above with fluorine.
SMILES	VEEV TC-83 Vero	H1N1 NS1A inhibition	PhoP GFP inhibition	M. tuberculosis HTS	tuberculosis growth	others
COc1ccc(CN2C(=O)[C@@H]3C(c4ccc(F)cc4)=NO[C@@H]3C2=O)cc1	0.5%	-2%	-5%	-3%	-5%
C[C@H]1CN(S(=O)(=O)c2ccc3c(c2)OCCO3)CCN1S(=O)(=O)c1c(F)cccc1F	i	-72%	.	-9%	17%
Nc1nc(SCC(=O)Nc2cc(C(F)(F)F)ccc2N2CCOCC2)n[nH]1	i	-5%	2%	-3%	60%
FC(F)(F)c1cc(CCN2CCNC[C@@H]2c2ccccc2)cc(C(F)(F)F)c1	0.1%	-6%	.	?	?	VEEV TC-83 Vero 10K pilot screen=1.6
O=C(NCc1ccc(F)cc1)c1ccc(CS(=O)Cc2ccccc2Cl)o1 (centres undefined)	1.2%	-3%	3%	-1%	8%
O=C1C2CCCN2C(c2cccc(F)c2)N1c1cccc(Cl)c1 (centres undefined)	0.7%	4%	1%	-3%	-53%
O=C(COC(=O)c1ccc2c(=O)n3c(nc2c1)CCC3)Nc1ccccc1F	1.2%	-4%	-15%	3%	-4%
CCOC(=O)c1ccc(-c2cccc(C(F)(F)F)c2)nc1C	0.7%	-9%	9%	2%	-3%
CCn1nc(C)cc1C(=O)N1CCCC(CCC(=O)NCc2ccccc2F)C1 (centres undefined)	1.1%	11%	-1%	7%	-14%
